EPAC1 ag: agonists of human EPAC1; EPAC1 agonist qHTS, biochemical assay; response scale: 100% = response to 6.5 mM cAMP; Potency, µM (doses to about 154 µM), for inactives: top-dose activation, hits mostly activators; 360,000 tested, 0.073% active; O95398; further: potency means the concentration at half of the fitted maximal effect; nearly all actives have a fitted effect of over 60% in size
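Nucleotide exchange by EPAC1 (100 nM) on Rap1B–BODIPY-GDP (250 nM) in the presence of 50 uM GDP is tracked fluorescently at 480/540 nm over 30 min. Signals are normalized to a 6.5 mM cAMP control.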
PLK1 PBD inh: PLK1 (human) polo-box domain binding inhibition | Plk1 PBD binding of FITC phosphopeptide, fluorescence polarization | AID 720504 | Potency, µM, inactives show max response, negative = inhibition, most hits filed as inhibitors | 360,000 tested, 2.8% active | P53350; further: potency means the concentration at half of the fitted maximal effect; series mostly up to about 57 µM; on the % scale 0 is the no-effect control and ±100 the full control effect; nearly all actives have a fitted effect of over 65% in size
CCT modulator: modulators of cytosolic chaperonin (CCT/TRiC) activity | purified chaperonin ATPase assay, HTRF ADP detection, 30 min | activity change, % (concentration not given with the values), hits read low | 360,000 tested, 0.3% active | AID 651819; in the data active means activity change below about -30%; further: on the % scale 0 is the no-effect control and ±100 the full control effect
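TRiC at 40 or 20 nM final (batch-dependent) in 30 mM Tris pH 7.4, 100 mM KCl, 5 mM MgCl2, 1 mM DTT, with compound at single 76 uM and 10 uM ATP, 30 min at 37 deg C. ADP detected by HTRF Transcreener, 665/615 ratio.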
MmCpn inh: blocks the Methanococcus maripaludis chaperonin Mm-Cpn | purified Mm-Cpn ATPase, ADP Transcreener TR-FRET | Potency, µM (top dose mostly 76.9 µM), for the others: at the top dose activity, negative = inhibition, usual class: inhibitors | 330,000 tested, 0.031% active | AID 504842; further: potency means the concentration at half of the fitted maximal effect; on the % scale 0 is the no-effect control and ±100 the full control effect; nearly all actives have a fitted effect of over 80% in size
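25 nM Mm-CPN + cpd, 10 min 37°C; + 10 uM ATP, 30 min 37°C; buffer 30 mM Tris pH 7.4, 100 mM KCl, 5 mM MgCl2, 1 mM DTT; Transcreener ADP HTRF detection 30 min RT.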
EPAC2 antagonist: blocks human EPAC2 exchange factor; Q8WZA2; EPAC2 GEF exchange of Rap1B-BODIPY-GDP, fluorescence; Potency, µM (series often up to 114 µM), without a hit: at the highest dose activity, negative = inhibition, most hits filed as inhibitors; 360,000 tested, 0.18% active; further: potency means the concentration at half of the fitted maximal effect; on the % scale 0 is the no-effect control and ±100 the full control effect; nearly all actives have a fitted effect of over 45% in size; many of its hits are not listed in these tables
PI5P4Ka inh: blocks human PI5P4K alpha kinase activity; PI5P4Kalpha enzyme, ADP-Glo luminescence, 60 min; hits give low values; 330,000 tested, 1.2% active; AID 652105; max response, %; active means max response of -50% or lower; inconclusive means between -30% and -50%; inactive means -30% or higher; further: value at the top dose of about 77 µM; on the % scale 0 is the no-effect control and ±100 the full control effect
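Human PI5P4Kalpha with substrate in 0.038 M HEPES pH 7.4, 0.28 mM EGTA, 0.1% CHAPS, 5% DMSO; reaction started with 5 microM ATP (final), 60 min at room temperature. ADP formed read by ADP-Glo luminescence.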
EPAC1 antagonist: antagonists of human EPAC1 | EPAC1 GEF assay, Rap1b-BODIPY-GDP exchange fluorescence | Potency, µM (series often up to 115 µM), inactives show top-dose activity change, negative = inhibition, hits mostly inhibitors | 360,000 tested, 0.14% active | AID 720709;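 further: potency means the concentration at half of the fitted maximal effect; plate controls were vehicle for no effect and positive control for full effect; nearly all actives have a fitted effect of over 50% in size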
WRN helicase inh: WRN helicase (human) inhibition | WRN helicase unwinding, fluorescent forked duplex, kinetic | Potency, µM (highest dose often 114 µM), for the others: at the top dose activity change, negative = inhibition, actives largely listed as inhibitors | 360,000 tested, 0.46% active; further: potency means the concentration at half of the fitted maximal effect; on the % scale 0 is the no-effect control and ±100 the full control effect; nearly all actives have a fitted effect of over 55% in size
Target sequence (Q14191 whole entry, looked up): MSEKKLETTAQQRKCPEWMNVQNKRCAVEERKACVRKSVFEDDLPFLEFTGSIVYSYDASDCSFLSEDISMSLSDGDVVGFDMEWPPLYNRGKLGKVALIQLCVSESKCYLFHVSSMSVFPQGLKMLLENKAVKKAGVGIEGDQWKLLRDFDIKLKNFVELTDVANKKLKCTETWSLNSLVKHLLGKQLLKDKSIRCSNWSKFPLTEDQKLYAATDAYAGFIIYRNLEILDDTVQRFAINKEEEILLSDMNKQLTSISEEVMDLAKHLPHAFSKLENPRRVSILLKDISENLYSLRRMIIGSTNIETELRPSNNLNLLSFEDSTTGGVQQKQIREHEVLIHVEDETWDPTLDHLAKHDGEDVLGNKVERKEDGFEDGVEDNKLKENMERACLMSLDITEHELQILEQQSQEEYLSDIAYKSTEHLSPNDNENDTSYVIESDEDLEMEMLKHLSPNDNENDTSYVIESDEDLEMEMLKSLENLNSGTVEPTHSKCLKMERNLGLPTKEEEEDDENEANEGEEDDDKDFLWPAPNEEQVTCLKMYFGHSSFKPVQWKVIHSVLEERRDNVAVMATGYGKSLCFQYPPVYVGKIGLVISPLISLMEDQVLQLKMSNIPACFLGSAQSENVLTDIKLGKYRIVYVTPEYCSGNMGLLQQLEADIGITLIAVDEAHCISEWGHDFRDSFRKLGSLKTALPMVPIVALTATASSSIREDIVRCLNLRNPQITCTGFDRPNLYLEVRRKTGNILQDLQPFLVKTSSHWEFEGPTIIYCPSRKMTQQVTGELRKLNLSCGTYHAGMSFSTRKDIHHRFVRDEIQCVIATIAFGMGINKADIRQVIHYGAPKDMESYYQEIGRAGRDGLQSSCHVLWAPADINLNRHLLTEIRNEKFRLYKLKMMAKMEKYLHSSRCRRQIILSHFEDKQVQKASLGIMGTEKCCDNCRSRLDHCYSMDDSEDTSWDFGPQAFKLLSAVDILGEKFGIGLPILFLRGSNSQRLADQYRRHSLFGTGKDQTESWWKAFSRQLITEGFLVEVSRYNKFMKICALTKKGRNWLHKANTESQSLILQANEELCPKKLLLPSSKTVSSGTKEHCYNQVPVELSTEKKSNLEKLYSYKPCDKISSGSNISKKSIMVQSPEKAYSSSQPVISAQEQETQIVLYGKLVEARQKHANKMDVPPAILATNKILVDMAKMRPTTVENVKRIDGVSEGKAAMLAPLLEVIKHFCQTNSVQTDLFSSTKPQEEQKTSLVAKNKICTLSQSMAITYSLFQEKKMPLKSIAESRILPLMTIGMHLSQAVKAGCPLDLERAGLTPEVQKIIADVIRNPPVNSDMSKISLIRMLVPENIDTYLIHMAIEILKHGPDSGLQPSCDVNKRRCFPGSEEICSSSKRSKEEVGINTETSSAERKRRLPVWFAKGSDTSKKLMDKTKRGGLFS
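Kinetic fluorescence helicase assay: unwinding of a quenched forked DNA duplex (100 nM final) with 2 mM ATP final raises red fluorescence (525/598 nm). Compounds sat 15 min at room temperature with 20 nM WRN beforehand.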
* marks the source's active call; other numbers are inactive results; ? = inconclusive; · = not tested or not shown; & = joins results of further samples; ! = a repeat was not active; [ ] = another dose, or the depositor's remark. Unless noted, the call rests on the fitted dose curve; in most records, active means well fitted curve in the direction sought with a large enough effect; inconclusive means small, poorly fitted or top-dose-only effect, or another doubt; inactive means no such curve, though single readings can be large; an effect the other way counts as inactive or inconclusive. These rows are one share of the data; rates above refer to the full screens.

SMILES	EPAC1 ag	PLK1 PBD inh	CCT modulator	MmCpn inh	EPAC2 antagonist	PI5P4Ka inh	EPAC1 antagonist	WRN helicase inh
CCOc1ccccc1CNC(=O)c1ccc(NC(=O)C2=CSCCO2)cc1	-0.2%	2.8%	2.9	0.3%	-8.8%	0.1	0.6%	3.6%
CCN(CC)C(=O)[C@H]1CC(CC(=O)NCCC2=CCCCC2)C(=O)N2CCc3c([nH]c4ccc(OC)cc34)[C@]12C (some centres not stated)	-14.5%	-6.5%	-0.9	-0.6%	-1.9%	-1.1	-2.2%	7.3%
COc1ccc(CN(C)C(=O)[C@H]2O[C@@H](n3ccc(N)nc3=O)[C@H](O)[C@@H]2O)cc1OC	-4.2%	-6.2%	-0.8	·	1.6%	11.5	2.9%	0.7%
CCOc1ccc(C(=O)Nc2ccc3c(c2)OCCO3)cc1OC	1.9%	1.8%	1.1	-0.1%	2.4%	·	-15.7%	-10.3%
C/C(=N\NC(=O)c1cc(O)cc(O)c1)c1ccc(NC(=O)Cc2ccccc2)cc1	4.6%	?	-8.1	0.4%	0.2%	-89.9*	?	20µM*
CCN1/C(=C/C(C)=C/c2sc3ccccc3[n+]2CC)Sc2ccccc21	-7.0%&2.5%	13.7%&-1.5%	-0.2&-1.0	-5.8%	?	-50.4*!	?	17.8µM*
O=C(CN1CCOCC1)Nc1ccc2c(c1)OCO2	-9.3%	10.6µM*	-2.0	2.1%	3.5%	-7.5	-6.7%	12.2%
Cc1noc(C)c1S(=O)(=O)N1CCC(Cc2ccccc2)CC1	4.3%	-4.5%	-0.9	2.6%	5.4%	0.1	-4.2%	4.8%
O=C(COC(=O)c1cc(S(=O)(=O)N2CCOCC2)ccc1Cl)NCc1ccco1	-1.8%	0.0%	1.1	-4.0%	7.4%	-3.7	-7.9%	1.5%
CC1(C)C(=O)OC(c2cc(Br)ccc2O)C(C)(C)C1=O (configuration not stated)	-12.4%	-4.6%	-0.2	1.1%	-3.3%	1.8	-13.9%	-31.4%
C=CCNC(=O)/C(C#N)=C/c1c(N2CCCCCC2)nc2ccccn2c1=O	-11.4%	-2.7%	1.2	-1.0%	5.1%	3.3	-18.5%	2.5%
COc1ccc(/C=C/C(=O)OCC(=O)NC2CCCC2)cc1OC	-8.7%	-1.8%	2.6	-0.7%	-3.9%	-1.4	-14.9%	-1.6%
CCCn1c(SCC(=O)N2CCc3ccccc3C2)nc(O)cc1=O	10.8%	-23.8%	-1.2	-1.0%	-10.8%	1.9	-28.7%	-5.7%
CS(=O)(=O)N(Cc1ccc(C(=O)NN=C2CCCC2)cc1)c1ccccc1	3.7%	-8.0%	-3.0	-2.1%	-5.3%	5.2	-5.5%	2.7%
Cc1cc(N/N=C/c2ccc(O)c(C)c2O)nc(-c2ccccc2O)n1	1.2%	2.8%	1.5	-3.5%	-4.8%	-6.3	3.8%	-6.8%
COC(=O)Cn1cc(/C=N/NC(=O)c2ccc(C#N)cc2F)c2ccccc21	2.5%	-6.4%	-1.5	-1.3%	-6.2%	·	-18.0%	-5.7%
COc1cc(OC)c(NS(=O)(=O)c2coc(C(N)=O)c2)cc1Cl	-4.8%	-10.2%	3.2	2.0%	-6.6%	-3.4	-3.5%	0.2%
COc1cc(CCC(=O)OCC(=O)Nc2c(C)cccc2C(C)C)cc(OC)c1OC	-3.8%	-1.0%	-1.5	-1.6%	-0.7%	-4.9	-5.7%	-2.9%
COc1ccc(OCC(O)CN2CCN(c3ccc(Cl)cc3)CC2)cc1 (configuration not stated)	-2.6%	-4.6%	-0.1	-5.3%	-10.0%	0.9	2.5%	6.9%
CCOC(=O)c1ccc(N2C(=O)CC(N3CCC(C(=O)OCC)CC3)C2=O)cc1 (configuration not stated)	-2.1%	-4.7%	-1.9	?	-4.1%	10.7	-16.3%	0.5%
CCOc1cc(C2NC(=O)NC(O)(C(F)(F)F)C2C(=O)c2ccccc2)ccc1OC (configuration not stated)	0.7%	1.1%	-2.1	-0.7%	0.1%	·	-3.7%	-2.3%
O=C(NCc1ccco1)/C(=C/c1ccc(Br)cc1)NC(=O)c1ccco1	6.9%	7.3%	-2.5	-3.5%	-7.8%	-1.5	-8.6%	-2.8%
O=C(CCn1c(=O)oc2ccc(Cl)cc21)NCCCN1CCOCC1	0.7%	-3.4%	-9.8	-2.4%	5.5%	5.8	19.9%	-14.7%
O=C(CNC(=O)c1ccccc1F)OCc1nc2ccccc2s1	-4.9%	-6.7%	1.7	1.4%	15.0%	-7.4	1.0%	-4.0%
CCOc1ccc(NC(=S)NCCCN2CCOCC2)cc1	-2.2%	-11.0%	-1.8	0.9%	5.4%	-6.6	-10.9%	16.0%[57.1 µM]
COC(=O)[C@H]1C[C@H]2[C@@H]3CC[C@H]4C[C@@H](OC)CC[C@]4(C)[C@H]3CC[C@]2(C)[C@@]2(CCCO2)O1	-8.0%	-8.8%	-0.5	0.5%	-0.4%	0.2	6.6%	-4.8%
Cc1ccc(-c2nnn(CC(=O)N(Cc3ccccc3)C(C(=O)NC3CCCC3)c3ccncc3)n2)o1 (configuration not stated)	-14.5%	-16.5%	-1.8	0.0%	11.6%	·	0.8%	-13.8%
Cc1ccc(C(=O)NCCN2CCN(C(=O)c3ccc(C)c(C)c3)CC2)cc1C	1.9%	-6.7%	-0.5	1.5%	0.5%	4.7	-0.6%	-2.0%
COc1ccc(C(=S)N2CCN(c3cccc(Cl)c3)CC2)c(OC)c1	3.0%	11.9µM*	2.2	0.6%	12.7%	-4.6	0.2%	-6.9%
Cc1nc2cc(NC(=O)COc3ccccc3C#N)ccc2n1-c1ccccc1	15.0%	-12.5%	-1.6	-3.4%	-2.4%	-10.9	5.3%	-0.8%
CCC1CO/C(=C(\C(Cl)=C(Cl)Cl)[N+](=O)[O-])N1 (configuration not stated)	0.4%	?	0.5	0.8%	3.6%	8.8	-8.0%	-6.9%[57.1 µM]
O=C(c1ccccc1/S(=N/S(=O)(=O)c1ccccc1)N1CCOCC1)N1CCOCC1 (configuration not stated)	-11.1%	-3.5%	1.7	-4.4%	-4.0%	-0.8	-5.1%	-3.8%
O=c1c2c([nH]n1-c1ccccc1)C[C@@H](C1CCCCC1)O[C@H]2c1ccc(F)cc1	-1.7%	?	0.7	·	-6.9%	-1.2	-13.0%	-10.3%
O=C(NCC1COCCO1)c1ccc(OC2CCN(CCc3ccccc3)CC2)cc1 (configuration not stated)	17.2%	-15.7%	-3.0	0.5%	7.5%	-4.7	4.3%	-24.9%
Cc1ccc(CNC(=O)CC(NC(=O)c2ccccc2)c2ccccc2)cc1 (configuration not stated)	2.0%	-2.0%	2.4	-0.5%	1.0%	-4.3	-2.3%	-1.1%
c1ccc(-c2noc(-c3cccc4ccccc34)n2)cc1	-2.9%	-6.2%	-1.9	1.4%	5.8%	38.1	9.4%	1.9%
CC/C(=N\NC(=O)CNC(=O)/C=C/c1ccc(OC)cc1)c1ccccc1	10.4%	-10.9%	-2.6	2.9%	-6.6%	-18.9	2.6%	-4.6%
CC(=O)Nc1c2c(nn1-c1ccccc1)CSC2	9.9%	-2.4%	-0.1	-0.9%	6.1%	0.4	-23.1%	4.9%
O=C(COC(=O)C12CC3CC(CC(O)(C3)C1)C2)Nc1ccc(OC(F)F)cc1	5.7%	1.8%	-12.6	0.1%	-10.6%	6.8	-14.8%	-8.6%
COC(=O)c1ccc(Cn2nc(C)c(Br)c2C)cc1	-6.0%	-2.9%	-4.0	-1.2%	10.2%	1.5	0.6%	3.5%
COCCn1cc(C(=S)N2CCCCC2)c2ccccc21	1.3%	-7.8%	-2.0	0.5%	-7.1%	-4.9	18.0%	-6.0%
O=C(NCCCc1nc2ccccc2[nH]1)c1ccc(F)cc1	5.9%	-12.2%	-2.6	1.1%	-8.8%	2.1	-5.0%	-1.5%
COc1ccc(C(=O)NCCCOC(C)C)cc1OC1CCN(C(C)=O)CC1	10.4%	-5.7%	-2.3	0.8%	0.5%	-2.4	1.7%	-26.6%
O=C(NCC(=O)N(Cc1cccs1)C(C(=O)NC1CCCC1)c1ccncc1)c1ccco1 (configuration not stated)	-7.1%	-7.4%	-1.1	2.0%	6.0%	-2.5	-5.3%	7.2%
Oc1c(N=NC(=S)Nc2ccccc2F)c2ccccc2n1Cc1ccccc1Cl	16.0%	-6.5%	2.1	-2.1%	-2.5%	-2.8	-0.3%	-11.9%
C[C@@H]1CN([C@H](C)CO)C(=O)c2cc(Br)cnc2O[C@H]1CN(C)C(=O)Nc1ccccc1F	-22.4%	-16.1%	0.2	·	-1.8%	-0.6	-12.0%	1.9%
COCCNC(=O)CCCn1c(=O)c2cc(OC)c(OC)cc2n(CC(=O)c2cccc(OC)c2)c1=O	3.5%	-8.8%	-1.1	-3.1%	30.5%[activator]	0.5	-3.5%	3.5%
Cc1ccc(C(=O)C2C(=O)c3ccccc3C2=O)cc1	8.4%	-8.0%	5.0	-0.5%	10.9%	·	11.7%	-6.2%
OCCN1c2ccccc2CCc2ccccc21	14.2%	-4.2%	0.2	·	-22.8%	3.4	10.7%	5.2%
Cc1cc(C(=O)OCC(=O)Nc2ccccc2F)c(C)o1	7.1%	-0.6%	0.1	-0.3%	-4.0%	0.4	1.0%	0.1%
CCOC(=O)C1CCCN(C(=O)c2cccs2)C1 (configuration not stated)	1.9%	-2.3%	-5.5	-0.9%	-1.3%	0.2	-11.7%	5.2%

Entries of single compounds, looked up by structure. Order of values: EPAC1 ag | PLK1 PBD inh | CCT modulator | MmCpn inh | EPAC2 antagonist | PI5P4Ka inh | EPAC1 antagonist | WRN helicase inh
O=C(NCC(=O)N(Cc1cccs1)C(C(=O)NC1CCCC1)c1ccncc1)c1ccco1 (configuration not stated) reads -7.1% | -7.4% | -1.1 | 2.0% | 6.0% | -2.5 | -5.3% | 7.2%
COCCn1cc(C(=S)N2CCCCC2)c2ccccc21 reads 1.3% | -7.8% | -2.0 | 0.5% | -7.1% | -4.9 | 18.0% | -6.0%
COc1ccc(C(=O)NCCCOC(C)C)cc1OC1CCN(C(C)=O)CC1 reads 10.4% | -5.7% | -2.3 | 0.8% | 0.5% | -2.4 | 1.7% | -26.6%
O=C(NCCCc1nc2ccccc2[nH]1)c1ccc(F)cc1 reads 5.9% | -12.2% | -2.6 | 1.1% | -8.8% | 2.1 | -5.0% | -1.5%

Screening data (PubChem)
